ALOX15B inhib: blocks human 15-lipoxygenase 2 activity | O15296 | purified 15hLO-2, xylenol orange hydroperoxide absorbance | Potency, µM (series often up to 57.1 µM), without a hit: at the highest dose activity change, negative = inhibition, most hits filed as inhibitors | 110,000 tested, 0.56% active | AID 881; also: potency is read from the fitted curve at half-maximal effect; nearly all actives have a fitted effect of over 60% in size; many of its hits are not listed in these tables
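Purified human 15hLO-2 (50 nM final) preincubated with compounds 15 min at room temperature in 25 mM Hepes pH 7.5, 0.01% Triton X-100, then 45 uM arachidonic acid added for 90 min; hydroperoxide detected via ferrous/xylenol orange, 573/405 nm absorbance ratio.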
12-hLO inh: blocks human 12-lipoxygenase activity; purified 12-hLO, xylenol orange hydroperoxide absorbance; Potency, µM (highest dose often 57.1 µM), for the others: at the top dose activity change, negative = inhibition, hits mostly inhibitors; 150,000 tested, 0.12% active; AID 1452; also: potency is read from the fitted curve at half-maximal effect; nearly all actives have a fitted effect of over 55% in size; many of its hits are not listed in these tables
Target sequence (P18054 whole entry, looked up): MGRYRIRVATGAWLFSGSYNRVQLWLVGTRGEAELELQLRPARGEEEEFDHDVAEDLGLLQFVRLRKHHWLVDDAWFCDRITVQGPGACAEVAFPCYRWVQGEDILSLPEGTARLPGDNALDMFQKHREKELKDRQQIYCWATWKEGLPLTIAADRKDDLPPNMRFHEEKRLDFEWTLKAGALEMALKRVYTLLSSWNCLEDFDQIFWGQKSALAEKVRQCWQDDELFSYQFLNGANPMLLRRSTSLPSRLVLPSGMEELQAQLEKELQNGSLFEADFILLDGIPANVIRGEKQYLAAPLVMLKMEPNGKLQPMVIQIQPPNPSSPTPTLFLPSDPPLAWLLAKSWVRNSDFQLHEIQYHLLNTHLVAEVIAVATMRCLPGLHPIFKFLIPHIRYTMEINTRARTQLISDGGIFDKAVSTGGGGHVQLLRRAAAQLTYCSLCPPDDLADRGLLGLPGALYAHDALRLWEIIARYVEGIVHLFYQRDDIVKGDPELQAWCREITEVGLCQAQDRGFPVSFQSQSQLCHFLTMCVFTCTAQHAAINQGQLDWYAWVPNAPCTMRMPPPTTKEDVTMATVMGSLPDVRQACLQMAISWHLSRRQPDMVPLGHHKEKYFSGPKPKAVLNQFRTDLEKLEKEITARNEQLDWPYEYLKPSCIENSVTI
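Purified human 12hLO (150 nM), preincubated 15 min with compound, then 40 uM arachidonic acid for 30 min, room temperature, Hepes pH 7.0 with 0.01% Triton X-100. Hydroperoxide detected by ferrous iron/xylenol orange; 573/405 nm absorbance ratio gives reaction progress.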
IMPase cell inh: membrane-permeable compound that blocks inositol monophosphatase; P97697; CHO-M1 cells, IP1 accumulation, HTRF TR-FRET ratio; inhibition (IP1 accumulation), % at 46.1 µM; 120,000 tested, under 10 active; AID 901; active = well fitted curve in the direction sought with a large enough effect in the signal ratio, not every such curve was filed as active; inconclusive = small, poorly fitted or top-dose-only effect, or a change in a side signal; inactive = no such curve, though single readings can be large or run the other way; the % refers to the signal ratio;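 also: cells stimulated with carbachol in lithium chloride buffer; plate controls were DMSO basal wells for no effect and reference inhibitor wells for full effect; higher means more IMPase inhibition seen as more IP1 and lower FRET ratio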
Target sequence (P97697 whole entry, looked up): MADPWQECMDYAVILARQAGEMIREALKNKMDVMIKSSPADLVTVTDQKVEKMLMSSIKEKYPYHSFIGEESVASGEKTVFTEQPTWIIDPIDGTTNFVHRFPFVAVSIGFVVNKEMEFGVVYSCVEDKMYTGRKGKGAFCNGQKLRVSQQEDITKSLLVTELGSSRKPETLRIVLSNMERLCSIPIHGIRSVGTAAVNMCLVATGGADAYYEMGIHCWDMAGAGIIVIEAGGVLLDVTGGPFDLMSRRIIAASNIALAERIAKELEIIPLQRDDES
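Seeded CHO-M1 cells were dosed with compound at up to 46 uM, stimulated with carbachol for 30 min, then lysed in IP-One detection reagents. Higher IP1 lowers the TR-FRET signal.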
PNC inhibitor: inhibitors of perinucleolar compartment assembly | PC3M PTB-GFP, PNC prevalence imaging, 16 h; active compounds read low | activity change (PNC), negative = inhibition, % at 10 µM | 140,000 tested, 3.1% active | AID 2417;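 active = readout at or below -70, meaning at least 70% loss of cells showing the perinucleolar compartment, a nuclear body marking cancer cells; inconclusive = readout between -30 and a set limit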;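 also: plate controls were DMSO wells for no effect and camptothecin positive control wells for full effect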
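Read-out is percentage of cells bearing a perinucleolar compartment, from automated 20x imaging of fixed, Hoechst-stained PC3M PTB-GFP cells. Cells were seeded 4 h, then exposed 16 h to compound (23 nl of library stock) in duplicate plates.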
The depositor's hits bear a star; ? = inconclusive; nt = not tested or not shown; [ ] = remark or other dose. Unless noted, calls follow the shape of the dose curve; as a rule, active = well fitted curve in the direction sought with a large enough effect; inconclusive = small, poorly fitted or top-dose-only effect, or another doubt; inactive = no such curve, though single readings can be large; an effect the other way counts as inactive or inconclusive. Unless noted, % is scaled to controls: 0 for no effect and ±100 for the full control effect. A portion of the library; the hit share may differ from the screen's.

no.	SMILES	ALOX15B inhib	12-hLO inh
1	NCC(=O)Nc1ccc(Cl)cc1C(=O)c1ccc[nH]1	-2%[11.4 µM]	4%[11.4 µM]
2	COc1ccc2nc3sc(C(=O)NCCN4CCc5ccccc5C4)cc3cc2c1	nt	-3%
3	C=CCN1C(=O)/C(=C2/Sc3ccccc3N2C)SC1=Nc1ccccc1C	-3%	0%
4	COC(=O)CN(C#N)c1nc(SC)nc(N(C)C)n1	5%	-3%
5	C=CCNc1nc(SC)nc2ccsc12	-1%	0%
6	CN1C(=S)SC(N(O)C(=O)Nc2ccc(Cl)c(Cl)c2)C1(C)C (stereo not given)	nt	-5%
7	Cc1ccc(S(=O)(=O)NCc2n[nH]c(=S)n2C)cc1	4%	-2%
8	CCCCC/C=C/C=C/C=O	3%	-2%
9	COc1cccc2cc(C(=O)N(C)C3CCN(C)CC3)c(=O)oc12	-2%	5%
10	O=C(CSCC(=O)N1CCN(c2ccccc2)CC1)Nc1nc(-c2ccc(Cl)s2)cs1	-7%	-9%
11	COc1ccc(/C=N/n2c(SC)nnc(C(C)(C)C)c2=O)cc1	11%	9%
12	COCCCNC(=O)/C(C#N)=c1\s/c(=C\c2ccccc2OC(F)F)c(=O)n1CCCOC	nt	8%
13	O=C(CSc1nnc(SCc2ccccc2Cl)s1)N/N=C/c1c[nH]c2ccccc12	nt	-1%
14	O=C(Cn1nnc(-c2ccc(Cl)cc2)n1)NC1CCN(Cc2ccccc2)CC1	40%[activator]	-3%
15	COCCOC(=O)C1=C(N)OC2=C(C(=O)CCC2)C1c1cccnc1 (stereo not given)	-4%	1%

no.	IMPase cell inh	PNC inhibitor
1	nt	nt
2	nt	-8
3	3	27
4	17	?
5	-4	20
6	nt	-1
7	-3	-13
8	nt	nt
9	5	24
10	11	-108*
11	-9	?
12	-4	?
13	3	?
14	?	?
15	-4	?

The last 6 records of the section above open the next one:
no.	SMILES	ALOX15B inhib	12-hLO inh
10	O=C(CSCC(=O)N1CCN(c2ccccc2)CC1)Nc1nc(-c2ccc(Cl)s2)cs1	-7%	-9%
11	COc1ccc(/C=N/n2c(SC)nnc(C(C)(C)C)c2=O)cc1	11%	9%
12	COCCCNC(=O)/C(C#N)=c1\s/c(=C\c2ccccc2OC(F)F)c(=O)n1CCCOC	nt	8%
13	O=C(CSc1nnc(SCc2ccccc2Cl)s1)N/N=C/c1c[nH]c2ccccc12	nt	-1%
14	O=C(Cn1nnc(-c2ccc(Cl)cc2)n1)NC1CCN(Cc2ccccc2)CC1	40%[activator]	-3%
15	COCCOC(=O)C1=C(N)OC2=C(C(=O)CCC2)C1c1cccnc1 (stereo not given)	-4%	1%
16	COC(=O)C1NN=C(C(=O)c2ccc(Br)cc2)C1c1cccc(Br)c1 (stereo not given)	nt	-11%
17	O=C(Nc1ccc(F)cc1)c1cc(S(=O)(=O)N2CCCCC2)cs1	-2%	-7%
18	O=C(CN1C(=O)c2ccccc2C1=O)NCc1ccccn1	7%	-2%
19	Cc1ccc(N=Cc2cc(C)n(C3CCCC3)c2C)cc1	-6%	0%
20	Cc1cc(C(=O)OCC(=O)N2CC(C)CC(C)C2)c(C)o1 (stereo not given)	-5%	0%
21	COc1cc(-c2cn(S(=O)(=O)c3cccc4nsnc34)nc2N)cc(OC)c1OC	-9%	-2%
22	COc1cccc(NC(=O)c2ccncc2)c1	1%	-2%
23	O=C(O)c1ccc(SSc2ccc(C(=O)O)cn2)nc1	16%[11.4 µM]	-16%[11.4 µM]
24	Cc1c(N2C(=O)/C(=C/c3ccccc3)SC2=S)c(=O)n(-c2ccccc2)n1C	-19%	-1%
25	COc1ccccc1CN1C(=O)c2ccncc2C1=O	-2%	-1%
26	CCOC(=O)Cc1csc(NC(=O)CN(C)S(=O)(=O)c2ccc3c(c2)CCC(=O)N3)n1	-1%	2%
27	O=C(NCc1ccc2c(c1)OCO2)c1c(F)c(F)c(F)c(F)c1F	-3%	-5%
28	Cc1c(C(=O)C(C)C)n(C)c2ccccc12	-8%	1%
29	N/C(Cc1ccc(Cl)cc1)=N\OC(=O)c1ccc2ccccc2c1	-11%	-12%
30	O=C(NCCc1ccccc1)c1ccc(Br)o1	-17%	-2%

no.	IMPase cell inh	PNC inhibitor
10	11	-108*
11	-9	?
12	-4	?
13	3	?
14	?	?
15	-4	?
16	nt	35
17	7	-24
18	-4	-3
19	5	53
20	1	23
21	-5	13
22	7	8
23	nt	nt
24	9	28
25	-4	3
26	7	?
27	-2	-27
28	-9	23
29	2	-13
30	1	0

no.	SMILES	ALOX15B inhib	12-hLO inh
31	Cc1c(C#N)c(NC(=O)c2ccccc2)n(Cc2ccccc2)c1C	?	-2%
32	CCOc1ccccc1N1CCN(C/C=C/c2ccc(N(C)C)cc2)CC1	14%	0%
33	c1ccc(-c2cc3nccc(-c4ccccn4)n3n2)cc1	nt	1%
34	Cc1nn(C)cc1/C=N\NC(=O)c1ccc2c(c1)c(C)c(C)n2Cc1ccccc1	9%	2%
35	CCOC(=O)c1c(NC(=S)NC(=O)/C=C/c2cccs2)sc(C)c1C	nt	0%
36	O=[n+]1cc(-c2ccc(Cl)cc2)n([O-])c2c1CCCCC2	nt	-2%
37	CCOC(=O)c1cn(-c2nc(-c3ccc(Cl)c(Cl)c3)cs2)c2c(F)c(N3CCOCC3)c(F)cc2c1=O	?	8%
38	COCCCNc1nc(SCc2ccccc2)nc2sc3c(c12)CCC3	-2%	-1%
39	O=C(CSc1nc(-c2ccc(F)cc2)cc(C(F)(F)F)n1)Nc1ccc2c(c1)OCO2	nt	0%
40	COc1ccc(N2CCN(S(=O)(=O)c3ccc(C(=O)NC4CCCC4)cc3)CC2)cc1	nt	2%
41	N#CCO/N=C(\c1ccccc1)c1ccncc1	1%	7%
42	COc1cccc(OCCSc2nnc3sc4ccccc4n23)c1	1%	4%
43	CCOC(=O)c1sc2c(c1C)C(c1cccs1)C1=C(CCCC1=O)N2 (stereo not given)	-12%	-13%
44	COCCn1c(C)cc(C(=O)CN2C(=O)NC3(CCCCCCC3)C2=O)c1C	-2%	-1%
45	COc1cccc(N2CCN(c3ncnc4c3cnn4-c3ccc(C)cc3C)CC2)c1	11%	-4%

no.	IMPase cell inh	PNC inhibitor
31	9[1.84 µM]	11
32	8	-7
33	2	?
34	8	-26
35	14	17
36	nt	?
37	3	79
38	7	-17
39	4	-2
40	-3	?
41	2	63
42	1	18
43	-6	-28
44	-4	13
45	14	5

no.	SMILES	ALOX15B inhib	12-hLO inh
46	CCC(C)[C@H](NC(=O)OC(C)(C)C)C(=O)N/N=C/c1ccc2cc(OC)ccc2n1 (stereo not given in full)	nt	-8%
47	CCNC(=O)O/N=C(\C)c1sc(-c2ccc(Cl)cc2)nc1C	11%	-6%
48	CC1CCCC(C)N1CCCNC(=O)c1cc2c(=O)n(C)c3ccccc3c2n1C (stereo not given)	6%	8%
49	Cc1cc(NC(=O)Cc2cccs2)nn1CC(=O)NCc1ccco1	-5%	8%
50	CSc1cccc(NC(=O)c2ccc(Cl)nc2)c1	-9%	0%
51	COc1ccc(C)cc1S(=O)(=O)N(C)CC(N)=O	-7%	2%
52	COc1cc(C)c(S(=O)(=O)NC2CC(C)(C)NC(C)(C)C2)cc1C	5%	0%
53	CCOC(=O)c1sc(NC(=O)CSc2nccc(C)n2)c(C#N)c1C	-11%	-3%
54	CC(=O)Nc1nc(C)nc(-c2ccccc2)c1C(C)=O	6%	-2%
55	COc1ccccc1N1CCN(C(=O)c2cnn3cccnc23)CC1	2%	-1%
56	CCCCC(=O)Nc1ccc(C(=O)NNC(=O)c2ccco2)cc1	7%	-2%
57	COC(=O)c1cc(CN2CCN(c3ccccc3C)CC2)ccc1O	25%	-12%
58	COCCN1C(=O)c2ccccc2C(C(=O)N2CCN(c3ccccn3)CC2)C1c1ccc(F)cc1 (stereo not given)	nt	-1%
59	CCn1c(SCC(=O)c2ccccc2)nc2c(c1=O)SC(C)C2 (stereo not given)	-4%	-3%
60	Cc1ccc(NC(=O)CSCC(=O)O)c(C)c1	-4%	1%

no.	IMPase cell inh	PNC inhibitor
46	10	4
47	3	14
48	15	-6
49	1	?
50	-5	37
51	-3	44
52	-4	27
53	2	?
54	-5	13
55	?	27
56	3	-3
57	5	21
58	6	-100*
59	18	?
60	-6	-4

no.	SMILES	ALOX15B inhib	12-hLO inh
61	Cc1nc2ccccn2c1C(=O)N/N=C/c1cc(C)n(-c2ccc(Cl)cc2)c1C	nt	-1%
62	O=C(NN=C1CCCCCCC1)C(=O)NC1CCCCC1	-10%	-4%
63	O=C1CCCN1CCC1CCN(C(=S)Nc2ccc(F)cc2)CC1	-3%	11%
64	Cc1ccc(C2N(c3nccs3)C(=O)C3CCCN32)cc1 (stereo not given)	?	-1%
65	C/C(=N\N1CCN(c2ccccc2)CC1)c1ccco1	nt	-4%
66	Cc1cccc(NC(=S)NN2CCN(C)CC2)c1	-16%	2%
67	N#Cc1c(NC(=O)CSc2ncnc3sccc23)oc(-c2ccco2)c1-c1ccco1	?	-11%
68	COC(=O)c1cc(Cl)c(NC(=O)c2cc(OC)c(OC)c(OC)c2)cc1OC	-3%	0%
69	COc1ccnc(N2CCN(c3cccc(C(F)(F)F)c3)CC2)c1C#N	-5%	-4%
70	O=C(CP(=O)(c1ccccc1)c1ccccc1)Nn1cnnc1	-7%	4%
71	CN1C(=S)SC(C)(C)C1NO (stereo not given)	-20%	-6%
72	CCOc1ccc(N(C(C)C(=O)NN=C2CCCCCCC2)S(C)(=O)=O)cc1 (stereo not given)	nt	-1%

no.	IMPase cell inh	PNC inhibitor
61	9	-100*
62	4	-24
63	-8	7
64	2	5
65	nt	5
66	-3	-5
67	-6	1
68	-2	?
69	-18	34
70	-1	36
71	-1	?
72	nt	-7

Reprinted at random: 5 entries already listed
no.	SMILES	ALOX15B inhib	12-hLO inh
67	N#Cc1c(NC(=O)CSc2ncnc3sccc23)oc(-c2ccco2)c1-c1ccco1	?	-11%
64	Cc1ccc(C2N(c3nccs3)C(=O)C3CCCN32)cc1 (stereo not given)	?	-1%
62	O=C(NN=C1CCCCCCC1)C(=O)NC1CCCCC1	-10%	-4%
71	CN1C(=S)SC(C)(C)C1NO (stereo not given)	-20%	-6%
70	O=C(CP(=O)(c1ccccc1)c1ccccc1)Nn1cnnc1	-7%	4%

no.	IMPase cell inh	PNC inhibitor
67	-6	1
64	2	5
62	4	-24
71	-1	?
70	-1	36

Reprinted from the entries so far for reference:
no.	SMILES	ALOX15B inhib	12-hLO inh
71	CN1C(=S)SC(C)(C)C1NO (stereo not given)	-20%	-6%
72	CCOc1ccc(N(C(C)C(=O)NN=C2CCCCCCC2)S(C)(=O)=O)cc1 (stereo not given)	nt	-1%

no.	IMPase cell inh	PNC inhibitor
71	-1	?
72	nt	-7
